Assay outcomes deposited in PubChem by National Center for Advancing Translational Sciences (NCATS).
Nrf2 activator – activators of Nrf2 (ARE) signaling. AID 624171. hit rate 0.31% among 410,000. Potency, µM (series often up to 46.1 µM), for inactives: top-dose activation, usual class: activators. AREc32 ARE-luciferase reporter (MCF7-derived line), luminescence, 24 h; further: % of control where 0% means no effect; nearly all actives have a fitted effect of over 65% in size
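Reporter line AREc32 (ARE-Fluc), seeded overnight in OPTI-MEM with 5% FBS; compound pin-transferred, 24 hr at 37 deg C, 5% CO2; luminescent read-out.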
HepG2 viability – counter-screen for TGF-b inhibitors: cytotoxicity in HepG2 cells; hit rate 0.76% among 410,000; Potency, µM (series often up to 46.1 µM), without a hit: top-dose activity change, negative = cytotoxicity, usual class: cytotoxic; HepG2 CAGA-GFP viability, ATP luminescence, 18 h; further: some results filed as inactive show a strong effect at the top dose
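CellTiter-Glo luminescence gave cytotoxicity after 18 hours at 37 degrees C. The cells were HepG2 CAGA-GFP in 1% FBS DMEM, stimulated with 500 pg/mL TGF-beta after compound addition. %Activity was normalised to no-cell wells (complete cell-killing) and DMSO (no toxicity), and curves were fitted and classified.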
Nrf2 inh – blocks Nrf2 signaling; Potency, µM (top dose mostly 46 µM), without a hit: top-dose activity change, negative = inhibition, most hits filed as inhibitors; A549 ARE-Fluc reporter, luciferase luminescence, 18-24 h; AID 504444; hit rate 2.1% among 360,000; further: on the % scale 0 is the no-effect control and ±100 the full control effect; nearly all actives have a fitted effect of over 60% in size
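In this cell-based qHTS, ARE-driven firefly luciferase in A549 cells reports Nrf2 activity; the luminescent signal after BugLite lysis is the measured value, with a prior CellTiter-Fluor read for cell health.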
EPAC2 antagonist – EPAC2 (human) antagonism; hit rate 0.18% among 360,000; Q8WZA2; EPAC2 GEF exchange of Rap1B-BODIPY-GDP, fluorescence; Potency, µM (top dose mostly 114 µM), inactives show top-dose activity, negative = inhibition, hits mostly inhibitors; further: on the % scale 0 is the no-effect control and ±100 the full control effect; nearly all actives have a fitted effect of over 45% in size; many of its hits are not listed in these tables
Target sequence (Q8WZA2 whole entry, looked up): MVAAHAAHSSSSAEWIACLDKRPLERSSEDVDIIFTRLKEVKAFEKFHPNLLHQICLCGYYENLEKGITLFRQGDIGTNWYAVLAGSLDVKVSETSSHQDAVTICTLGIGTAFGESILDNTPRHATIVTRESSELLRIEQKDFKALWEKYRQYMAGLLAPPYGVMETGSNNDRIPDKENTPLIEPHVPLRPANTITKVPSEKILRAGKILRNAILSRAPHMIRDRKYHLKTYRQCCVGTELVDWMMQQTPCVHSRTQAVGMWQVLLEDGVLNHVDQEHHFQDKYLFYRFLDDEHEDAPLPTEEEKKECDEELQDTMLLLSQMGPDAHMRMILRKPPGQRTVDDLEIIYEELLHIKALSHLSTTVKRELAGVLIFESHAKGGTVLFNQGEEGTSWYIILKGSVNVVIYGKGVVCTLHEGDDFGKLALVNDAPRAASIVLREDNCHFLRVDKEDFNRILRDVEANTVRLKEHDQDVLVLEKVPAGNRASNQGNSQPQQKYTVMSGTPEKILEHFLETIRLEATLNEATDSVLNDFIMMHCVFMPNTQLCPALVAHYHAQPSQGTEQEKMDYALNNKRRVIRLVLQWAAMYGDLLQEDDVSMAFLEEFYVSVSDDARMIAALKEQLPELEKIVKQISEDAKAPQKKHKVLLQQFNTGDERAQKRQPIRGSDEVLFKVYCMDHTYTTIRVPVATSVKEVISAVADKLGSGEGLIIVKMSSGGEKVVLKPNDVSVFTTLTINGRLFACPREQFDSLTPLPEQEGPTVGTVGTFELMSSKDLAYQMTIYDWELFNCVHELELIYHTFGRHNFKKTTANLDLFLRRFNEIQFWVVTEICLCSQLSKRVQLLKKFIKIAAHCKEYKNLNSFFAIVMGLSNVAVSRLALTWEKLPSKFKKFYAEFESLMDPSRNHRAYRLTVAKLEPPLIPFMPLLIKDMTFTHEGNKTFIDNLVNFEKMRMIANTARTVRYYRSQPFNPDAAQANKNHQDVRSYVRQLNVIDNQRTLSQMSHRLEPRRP
TGFb SMAD3 inh – TGF-b pathway inhibition. HepG2 CAGA-GFP TGF-b/SMAD3 reporter, GFP fluorescence, 18 h; TGF-beta stimulated, 500 pg/mL final. Potency, µM (highest dose often 46.1 µM), for the others: at the highest dose activity, negative = inhibition, hits mostly inhibitors. hit rate 1.2% among 410,000. AID 588855; further: on the % scale 0 is the no-effect control and ±100 the full control effect; nearly all actives have a fitted effect of over 65% in size
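GFP signal (ex488/em500-530) from TGF-beta-stimulated HEPG2 CAGA-GFP cells, 500 pg/mL final, 18 h at 37 degrees C in DMEM plus 1% FBS, normalized to unstimulated and DMSO-stimulated controls.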
S2 tox – reduces viability in counter-screen for ATXN expression inhibitors; S2 cells (HEK-293 line with an ATXN2-luciferase reporter) viability, CellTiter-Fluor protease fluorescence, 24 h; Potency, µM (top dose mostly 56.7 µM), hits mostly cytotoxic; hit rate 0.49% among 400,000; further: nearly all actives have a fitted effect of over 40% in size
MCF10A rerep – DNA re-replication induction in MCF 10a cells; MCF 10A DNA re-replication, Hoechst nuclear intensity, 48 h; Potency, µM (series often up to 46.1 µM), for inactives: at the highest dose activity, positive = re-replication, most hits filed as activators; hit rate 2.9% among 350,000; AID 624296; further: % of control where 0% means no effect; nearly all actives have a fitted effect of over 50% in size
A549 viability – kills or reduces viability of A549 cells in Nrf2 counter-screen. A549 ARE-Fluc cells, CellTiter-Fluor viability, 18-24 h. Potency, µM (doses to about 46 µM), without a hit: top-dose activity change, negative = cytotoxicity, actives largely listed as inhibitors. hit rate 0.16% among 390,000; further: on the % scale 0 is the no-effect control and ±100 the full control effect
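Cytotoxicity counterscreen: CellTiter-Fluor fluorescence was measured in A549 ARE_Fluc cells after 18-24 h of compound exposure in a concentration series. The subsequent BugLite luminescent read reports ARE-luciferase activity.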
ATXN2 expr inh – reduces ATXN2 reporter expression in HEK-293 cells | HEK-293 ATXN2-luciferase reporter, luminescence, 24 h | Potency, µM (highest dose often 57 µM), inactives show top-dose activity change, negative = inhibition, hits mostly inhibitors | hit rate 0.72% among 360,000 | AID 1745845; further: on the % scale 0 is the no-effect control and ±100 the full control effect; nearly all actives have a fitted effect of over 55% in size
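qHTS (up to 57 uM final) was run with 24 h compound exposure of reporter cells at 37 °C. Each well was multiplexed: SteadyGlo luminescence measured ATXN2-luciferase expression after a fluorogenic Gly-Phe-AFC viability readout (25 uM final).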
* marks the source's active call; other numbers are inactive results; i = inactive; ? = inconclusive; · = not tested or not shown; [ ] = remark or other dose. The call rests on the fitted dose curve; in most records, active means well fitted curve in the direction sought with a large enough effect; inconclusive means small, poorly fitted or top-dose-only effect, or another doubt; inactive means no such curve, though single readings can be large; an effect the other way counts as inactive or inconclusive. Potency means the concentration at half of the fitted maximal effect. The list is partial. The share of hits here may be higher or lower than overall.

1	COc1cccc(C(=O)Nc2ccc(NC(=O)C3CCCCC3)nc2)c1
2	Cc1cccc2c(=O)cc(C)n(Cc3ccccc3)c12
3	Cc1noc(C)c1S(=O)(=O)N1CCC(C(=O)N2CCN(c3cccc(C(F)(F)F)c3)CC2)CC1
4	Cn1cnc2nc[nH]c2c1=O
5	Cc1ccc(CNC(=O)c2cc3c(s2)CS(=O)(=O)C3)cc1
6	CCCn1c2ccccc2c2cnn(CC(=O)NC(CCSC)C(=O)OC)c(=O)c21 (configuration not stated)
7	COc1ccc(/C(C)=N/NC(=O)C2CC2)cc1
8	CC(=O)Nc1ccc(S(=O)(=O)N2CCN(c3cc(C)nc4ccccc34)CC2)cc1
9	CC(=O)Nc1ccc(NC(=O)C2CC(=O)N(Cc3ccco3)C2)cc1 (configuration not stated)
10	C=CCN1C(=O)C2C3C=CC(C2C1=O)C1C2C(=O)N(CC=C)C(=O)C2C31 (configuration not stated)

Assay by compound	1	2	3	4	5	6	7	8	9	10
MCF10A rerep	4.6%	?	·	-2.2%	6.5%	·	0.5%	-0.2%	-1.0%	-2.0%
Nrf2 inh	-0.4%	3.7%	18.4µM*	5.7%	-11.4%	?	4.7%	?	4.1%	31.4%
S2 tox	i	i	i	i	i	i	i	i	?	i
EPAC2 antagonist	9.2%	?	·	-14.6%	0.5%	·	5.0%	-4.8%	5.9%	3.5%
ATXN2 expr inh	-19.2%	-13.4%	-3.1%	0.3%	7.8%	-1.1%	33.2%[11.3 µM]	-4.3%	-0.9%	7.8%
A549 viability	1.0%	3.0%	-15.0%	7.6%	-13.2%	4.5%	-1.6%	-2.9%	-3.7%	-26.6%
TGFb SMAD3 inh	1.1%	-7.1%	?	-9.1%	-9.9%	-6.1%	5.3%	-9.0%	18.5%	0.0%
Nrf2 activator	2.9%	15.2%	-0.1%	3.5%	-1.2%	0.6%	-0.5%	-0.5%	-0.5%	0.3%
HepG2 viability	4.1%	-9.3%	-31.5%	-6.0%	1.6%	-23.0%	3.3%	-35.8%	-0.3%	-71.5%

11	Cc1ccc(CNC(=O)Nc2cn(CC(C)C)c(=O)c3ccccc23)cc1
12	CNC(=O)c1cc(-c2ccc(Cl)cc2)n(-c2ccccc2)n1
13	CCCc1c2c(cc3c(=O)cc(C(=O)OCC)oc13)CCCC2
14	CCOc1cc(/C=C2\C(=O)ON=C2c2ccccc2)ccc1OC
15	CN(C)S(=O)(=O)n1cc(/C=C(\NC(=O)c2ccccc2Cl)C(=O)N2CCOCC2)c2ccccc21
16	Cc1ccc(S(=O)(=O)/N=C2/NC(=O)/C(=C/c3cccnc3)S2)cc1
17	CCOC(=O)c1c(NC(=O)c2nc(SC)ncc2Cl)sc(C)c1C
18	Cc1ccccc1OCC(=O)Nc1ccc(NC(=O)c2ccco2)cc1
19	CCCN1CCC(=O)N(C(CSc2ccc(OC)cc2)Cc2ccccc2)CC1 (configuration not stated)
20	Cc1cc(=O)[nH]c(CN2CCOCC2)n1

Assay by compound	11	12	13	14	15	16	17	18	19	20
MCF10A rerep	·	14.1%	0.7%	?	?	?	·	11.9%	·	6.6%
Nrf2 inh	11.1%	4.7%	7.4%	1.1%	-11.7%	-7.1%	13.2%	?	16.9%	0.9%
S2 tox	i	i	i	i	i	i	i	i	·	i
EPAC2 antagonist	·	-12.2%	-22.8%	10.9%	1.9%	6.7%[57.1 µM]	·	-2.2%	·	-12.2%
ATXN2 expr inh	-3.3%	-0.4%	·	-30.5%	-20.1%	-23.8%	3.7%	-6.2%	·	2.9%
A549 viability	-0.3%	1.7%	-0.9%	-0.5%	3.1%	0.4%	-7.6%	0.9%	-8.4%	2.6%
TGFb SMAD3 inh	5.2%	0.0%	-1.1%	?	0.3%	12.8%	-1.0%	-0.7%	?	-17.8%
Nrf2 activator	-0.1%	4.5%	-1.0%	2.5%	-0.7%	-0.3%	-0.4%	-0.4%	·	-0.4%
HepG2 viability	-1.5%	-15.0%	6.0%	-57.0%	5.4%	29.0%	-0.8%	-7.1%	-31.2%	-12.7%

Some of these compounds in order of count of non-hydrogen atoms, rising:
14	CCOc1cc(/C=C2\C(=O)ON=C2c2ccccc2)ccc1OC
18	Cc1ccccc1OCC(=O)Nc1ccc(NC(=O)c2ccco2)cc1
19	CCCN1CCC(=O)N(C(CSc2ccc(OC)cc2)Cc2ccccc2)CC1 (configuration not stated)

Assay by compound	14	18	19
MCF10A rerep	?	11.9%	·
Nrf2 inh	1.1%	?	16.9%
S2 tox	i	i	·
EPAC2 antagonist	10.9%	-2.2%	·
ATXN2 expr inh	-30.5%	-6.2%	·
A549 viability	-0.5%	0.9%	-8.4%
TGFb SMAD3 inh	?	-0.7%	?
Nrf2 activator	2.5%	-0.4%	·
HepG2 viability	-57.0%	-7.1%	-31.2%

Continuation.
21	COc1cc(S(=O)(=O)N2CCn3cccc3C2C)ccc1NC(C)=O (configuration not stated)
22	CN(C)CCCN(C(=O)c1ccco1)c1nc2ccc(Br)cc2s1
23	CC1CCCC(NC(=O)NC(=O)COC(=O)C2=NN(c3ccccc3)C(=O)CC2)C1C (configuration not stated)
24	C=CCNC(=O)C1CCN(c2c([N+](=O)[O-])cc(C(F)(F)F)cc2[N+](=O)[O-])CC1
25	COc1ccc(OC(=O)C(C)N2C(=O)c3ccccc3C2=O)cc1 (configuration not stated)
26	Cc1ccc(F)cc1NS(=O)(=O)c1ccc(Cl)s1
27	CCCS(=O)(=O)NC(=O)C1(C)CCN(C(=O)c2ccc(C(F)(F)F)cc2)C1 (configuration not stated)
28	CCCCn1c(N)c(N(CC(C)C)C(=O)COC(=O)c2ccccc2NCCO)c(=O)[nH]c1=O
29	N#C/C(=C\c1cccc([N+](=O)[O-])c1)c1ccccn1
30	CCn1cc(CNC(=O)CCSc2nc(-c3ccco3)cc(C(F)(F)F)n2)cn1

Assay by compound	21	22	23	24	25	26	27	28	29	30
MCF10A rerep	0.2%	-1.3%	2.8%	3.2%	-0.3%	3.6%	·	2.9%	7.6%	?
Nrf2 inh	-2.7%	-26.0%	8.0%	·	4.0%	?	·	3.4%	-13.2%	-13.2%
S2 tox	i	?	i	i	i	i	i	i	i	i
EPAC2 antagonist	1.0%	0.1%	-5.9%	1.7%	3.4%	-10.7%	-11.7%	-2.8%	2.3%	8.7%
ATXN2 expr inh	-2.2%	25.1µM*	6.4%	-4.7%	-6.1%	-8.0%	5.6%	0.6%	53.1%[activator]	-6.2%
A549 viability	6.1%	-4.5%	10.6%	5.5%	0.8%	-1.3%	·	0.8%	-0.1%	-3.0%
TGFb SMAD3 inh	-13.1%	0.0%	0.9%	24.1%	-12.0%	-25.3%	-3.2%	17.5%	-3.8%	-1.9%
Nrf2 activator	-0.2%	-0.4%	-0.2%	0.2%	0.2%	-0.6%	0.4%	-0.3%	3.55µM*	-0.3%
HepG2 viability	-15.2%	-71.6%	0.7%	-17.5%	6.0%	-15.3%	-9.8%	-20.5%	-20.3%	-0.3%

31	CCC1SC(CC)C(=O)N(CC(=O)NCCc2ccccc2)C1=O (configuration not stated)
32	COc1cc(C2N(c3ccccc3)CCN2c2ccccc2)cc(OC)c1OC
33	COc1ccc(NC(C)=O)cc1NC(=O)C1CCN(C(=O)Nc2ccccc2)CC1
34	O=C(C(=O)N1CCN(c2ccccc2F)CC1)c1cn(CC(=O)N2CCCC2)c2ccccc12
35	O=C(NCc1ccccn1)c1c(Cl)cccc1Cl
36	Cc1ccc2nc(C)c(C(=O)N/N=C/c3ccco3)cc2c1
37	CC(=O)NC12CC3CC(C1)CC(C(=O)OCC(=O)Nc1c(F)cccc1F)(C3)C2
38	CC(=O)Nc1c(F)c(F)c(F)c(F)c1F
39	COC(=O)C1=C(C)NC2=C(C(=O)c3ccccc32)C1c1cccc(OC)c1 (configuration not stated)
40	CCN1CCN(C(=O)c2cc(-c3ccc(Cl)s3)nc3ccccc23)CC1
41	CSc1ccc(CN2CCCC(CO)(Cc3ccccc3)C2)cc1 (configuration not stated)
42	O=C(NCCCO)c1nn(-c2ccc(Cl)cc2)nc1CO
43	Nc1nonc1-n1nnc(C(=O)N/N=C/c2ccc(Cl)cc2Cl)c1CN1CCOCC1

Assay by compound	31	32	33	34	35	36	37	38	39	40	41	42	43
MCF10A rerep	-1.8%	28.7%	4.2%	·	-0.4%	-0.1%	0.6%	8.0%	?	?	-3.4%	·	0.1%
Nrf2 inh	-8.4%	1.1%	0.6%	·	-8.3%	4.6%	7.5%	19.4%	-4.9%	7.2%	-13.8%	-0.9%	-8.9%
S2 tox	i	i	i	i	i	i	i	i	i	?	?	·	i
EPAC2 antagonist	0.5%	-3.4%	1.7%	-14.0%	3.5%	-0.4%	-5.9%	0.5%	15.8%	-12.1%	-2.9%	·	7.2%
ATXN2 expr inh	-13.8%	17.6%	-7.0%	·	3.1%	13.4%	-15.8%	10.2%	·	-23.8%	·	·	-3.6%
A549 viability	-2.8%	-3.6%	-3.8%	·	0.8%	-5.3%	1.6%	0.7%	-26.5%	-5.5%	-14.0%	-3.3%	-15.7%
TGFb SMAD3 inh	-7.9%	3.3%	-5.9%	?	-3.3%	5.4%	-6.2%	26.6%	3.2%	?	-13.4%	0.0%	23.1%
Nrf2 activator	-0.6%	0.6%	-0.6%	-0.7%	-0.7%	4.5%	0.3%	0.0%	2.6%	6.9%	0.1%	1.0%	-0.3%
HepG2 viability	9.0%	-9.9%	-18.2%	-56.4%	11.6%	10.4%	-8.5%	31.8%	-0.7%	-44.9%	-37.6%	-15.2%	-0.9%

Record cards (already shown). Order of screens: MCF10A rerep | Nrf2 inh | S2 tox | EPAC2 antagonist | ATXN2 expr inh | A549 viability | TGFb SMAD3 inh | Nrf2 activator | HepG2 viability
Results for `CC(=O)Nc1ccc(S(=O)(=O)N2CCN(c3cc(C)nc4ccccc34)CC2)cc1` = -0.2% | ? | i | -4.8% | -4.3% | -2.9% | -9.0% | -0.5% | -35.8%
Results for `O=C(NCCCO)c1nn(-c2ccc(Cl)cc2)nc1CO` = · | -0.9% | · | · | · | -3.3% | 0.0% | 1.0% | -15.2%
Results for `Cc1ccc(CNC(=O)Nc2cn(CC(C)C)c(=O)c3ccccc23)cc1` = · | 11.1% | i | · | -3.3% | -0.3% | 5.2% | -0.1% | -1.5%
